High-throughput results: PubChem BioAssay, Broad Institute
XiGFP reactiv: reactivates the inactive X chromosome in mouse fibroblasts; activation, % at 7.58 µM; AID 743238; 360,000 tested, 0.055% active; XiGFP mouse fibroblasts, % GFP-positive cells imaging, 3 d; cells co-treated with 5-aza-dC sensitizer; scaled so ellipticine positive control = 100%;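 active means mean normalized replicate activation at least 10% and every replicate at or above 10%; inconclusive means only one of the two criteria met; inactive means mean below 10% and not all replicates reach 10%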;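 further: 0% = median of on-plate neutral control wells and 100% = ellipticine 6 µM median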
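Material: XiGFP fibroblasts, SV40-immortalized; Buffer or medium: DMEM containing 5-aza-dC; Compound dosing: single point; Times: 3 days compound exposure.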
ARNT TACC3 PPI: ARNT/TACC3 interaction disruption; Q9Y6A5; AlphaScreen His-ARNT PAS-B/GST-TACC3 binding, luminescence; TACC3 fragment carries E629A point mutation; inhibition, % at 9.99 µM; 390,000 tested, 0.66% active;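 active means mean inhibition of replicates at least 50% and at least half of replicates each reaching 50%; inconclusive means half or more replicates reach 50% but mean below 50%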;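 further: 0% = complete ARNT plus TACC3 wells and 100% = ARNT alone without TACC3; many hits fall short of the cut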
ERp5 block: ERp5 (human) disulfide isomerase inhibition | ERp5 insulin aggregation, absorbance 650 nm, 90 min | inhibition, % at 9.99 µM | 350,000 tested, 0.05% active;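 active means mean replicate inhibition above about 25%, with every replicate also reaching it, limit read from the data, passing the limit was not always enough; inconclusive means only one of those two criteria met; inactive means neither criterion met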
Target sequence (Q15084 whole entry, looked up): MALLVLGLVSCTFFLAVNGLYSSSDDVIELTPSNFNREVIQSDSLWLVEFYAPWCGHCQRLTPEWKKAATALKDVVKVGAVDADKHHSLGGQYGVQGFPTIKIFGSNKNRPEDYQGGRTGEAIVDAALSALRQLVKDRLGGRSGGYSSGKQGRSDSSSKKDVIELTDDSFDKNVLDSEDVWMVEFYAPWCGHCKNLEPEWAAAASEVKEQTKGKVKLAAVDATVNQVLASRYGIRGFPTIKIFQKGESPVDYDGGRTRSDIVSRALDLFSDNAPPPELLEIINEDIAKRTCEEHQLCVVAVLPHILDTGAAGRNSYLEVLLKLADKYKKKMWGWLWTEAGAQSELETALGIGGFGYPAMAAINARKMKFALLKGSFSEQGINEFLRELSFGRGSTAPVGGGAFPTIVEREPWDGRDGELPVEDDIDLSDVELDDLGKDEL
F508del corr: CFTR F508del correction in bronchial cells; CFBE cells, YFP halide quenching; stimulated with forskolin plus potentiator P3; % fluorescence drop versus neutral controls; activity (quench increase), % at 7.58 µM; 350,000 tested, 0.36% active; AID 720511;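 active means mean added fluorescence quench of at least 8% versus neutral control, with both replicates also reaching 8%; inconclusive means only one of the mean or replicate conditions met; inactive means mean below 8% and not both replicates reaching 8%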;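 further: cells transiently co-express mutant CFTR-F508del with the halide-sensitive YFP; corrector assay measuring rescue of mutant channel to the surface after 24 h compound exposure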
PAX8 inh HTS: PAX8 transcriptional activity inhibition. RMG-I TPO-luciferase reporter, SteadyGlo, 24 h. inhibition, % at 12.6 µM. 360,000 tested, 1.2% active;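 active means mean replicate inhibition at least 60% with every replicate also reaching 60%; inconclusive means only one of the two criteria is met; inactive means mean below 60% and not all replicates reaching 60%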;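 further: luciferase light reporting Pax8 driven TPO promoter activity; plate controls were median of neutral control wells for no effect and mitoxantrone controls for full effect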
GSIS activator: primary screen for activators of insulin secretion dependent on glucose, INS-1E cells, GLuc reporter luminescence; INS-1E GLuc reporter insulin secretion, 2-3 h; activation, % at 16.6 µM; 370,000 tested, 0.61% active;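 active means lowest replicate activation of at least 40%, so every replicate reaches that level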;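 further: 0% = median of neutral control wells and 100% = median of IBMX positive control wells; some compounds called inactive have numbers as strong as hits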
DENV2 CPE rescue: protects cells from dengue virus 2 cytopathic effect; DENV2-infected cells, cytopathic effect rescue, plate reader; CPE inhibition, % at 9.99 µM; 350,000 tested, 1.7% active; AID 651640; in the data active means CPE inhibition above about 20%, passing the limit was not always enough; inconclusive means no clear call, values can overlap the other calls; tested in BHK-21 cells;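 further: 0% = median of neutral control wells and 100% = median of positive control wells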
EWS-Fli block: inhibitors of EWS/Fli oncoprotein transcriptional activity; A673 NR0B1-luciferase reporter, viability-normalised; inhibition, % at 12.6 µM; 350,000 tested, 0.67% active; AID 651661;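 active means mean inhibition of at least 50% after viability correction, with every replicate also passing that limit; inconclusive means mean reaches 50% but only one of two replicates passes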;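 further: firefly luciferase signal divided by Alamar Blue viability fluorescence both relative to DMSO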
* = called active by the depositor; ? = inconclusive; nt = not tested or not shown; & = joins results of further samples; ! = repeats disagree.

The line under a structure holds: XiGFP reactiv	ARNT TACC3 PPI	ERp5 block	F508del corr	PAX8 inh HTS	GSIS activator	DENV2 CPE rescue	EWS-Fli block
CCc1ccc(CN(C)C(=O)CCc2nnc(CCc3cccc(OC)c3)o2)nc1
 : 0.0	31	-1	0.2	25	-3	0	3
Cc1c(C(=O)N2CCN(Cc3ccc4c(c3)OCO4)CC2)cccc1[N+](=O)[O-]
 : -0.1	3	nt	nt	24	8	nt	nt
CCc1noc(C)c1C(=O)NNC(=O)c1ccc(N(CC)CC)cc1
 : 0.1	26	3	-1.7	-16	-7	-5	-1
COc1cccc(C#Cc2ccc3c(c2)O[C@H](CN(C)C(=O)CN2CCOCC2)[C@@H](C)CN([C@H](C)CO)S3(=O)=O)c1
 : 0.2	-6	-2	-1.9	2	1	?	13
CC(NC(=O)COC(=O)C1CCN(c2ccc(C(F)(F)F)cn2)CC1)c1ccc(F)cc1 (configuration not stated)
 : -0.4	-10	-7	4.2	-4	-1	1	1
COc1cccc(C(=O)Nc2ccc3c(c2)CCCN3C(=O)c2cccs2)c1OC
 : 0.4	-6	0	7.2	-11	nt	11	2
Cc1sc2ncnc(N3CCN(S(=O)(=O)c4ccc(F)cc4)CC3)c2c1C
 : 0.4	-6	0	-4.0	3	-4	14	29
CN1C(=O)c2cc(NS(=O)(=O)c3ccccc3F)ccc2OC[C@H]2O[C@@H](CC(=O)NC3Cc4ccccc4C3)CC[C@@H]21
 : 0.0	nt	-1	nt	11	0	4	-6
O=c1oc2ccc([N+](=O)[O-])cc2c(N2CCOCC2)c1[N+](=O)[O-]
 : 0.0	nt	0	-2.9	7	5	-1	-1
C[C@@H]1CN([C@H](C)CO)C(=O)c2cc(Br)cnc2O[C@H]1CN(C)C(=O)c1cccnc1
 : -0.1	1	-4	1.3	nt	24	-2	-7
Cc1ccc(CNC(=O)c2cc(-c3ccccc3)nn2Cc2cc(C)no2)cc1
 : 0.0	-37	7	2.8	5	nt	nt	17
COCC#Cc1ccc2c(c1)O[C@@H](CN(C)S(=O)(=O)c1ccc(OC)cc1)[C@@H](C)CN([C@@H](C)CO)S2(=O)=O
 : -0.9	-3	1	-1.5	-8	-11	4	15
O=C(NCc1ccccn1)C(=O)NCc1ccccn1
 : 0.0	0	-2	-1.3	10	2	4	-1
NC(N)=N/N=C(\N=Nc1ccccc1)c1cccc2cccnc12
 : 0.0	19	-2	-3.5	3	5	-5	9
COc1cccc(-c2cc(-c3cccnc3)c(C#N)c(N)n2)c1
 : 0.2	0	1	4.9	-5	22	4	2
Cc1ccccc1SCC(=O)OCC(=O)Nc1ccc(N(C)C)cc1
 : 0.0	nt	-3	-3.2	0	7	-5	-6
C[C@@H]1CN([C@H](C)CO)C(=O)Cc2cc(NS(=O)(=O)c3cccs3)ccc2O[C@@H]1CN(C)CC1CCCCC1
 : 0.3	17	-3	-0.3	7	-4	6	-12
CCOC(=O)CN1C(=O)N[C@@H](CCc2ccccc2)[C@@H](C(=O)OC)[C@H]1C
 : 0.0	-17	1	-2.8	4	1	?	-11
CCc1ccc(NC(=S)N2CCCC(C(F)(F)F)C2)cc1 (configuration not stated)
 : 0.0	-1	5	-1.5	1	8	-6	-7
CCOc1ccc(-c2c(C(=O)N/N=C/c3ccsc3)nnn2-c2nonc2N)cc1
 : 0.0	0	0	0.5	-6	1	-5	nt
O=C(C[C@@H]1CC[C@H]2[C@@H](COC[C@H](O)CN2Cc2nccs2)O1)NCc1ccc(Oc2ccccc2)cc1
 : 0.0	-7	2	-3.5	nt	-11	2	nt
COC(=O)c1cc(NC(=O)c2cccs2)ccc1N1CCOCC1
 : 0.0	-8	0	1.6	-13	nt	?	-1
CN(C)c1cc(Nc2ccc(O)cc2)c([N+](=O)[O-])c2nonc12
 : -0.2	-9	0	0.7	-8	36	nt	6
CSc1ccc(/C=N/n2c(C3CCCCC3)n[nH]c2=S)cc1
 : 0.4	-6	-4	1.0	5	-3	-1	20
CN(C)C(=O)c1c2c(nc3ccccc13)CCCC2
 : 0.0	-1	-8	6.7	1	-1	-6	5
C[C@H]1CN([C@@H](C)CO)C(=O)c2cc(NS(=O)(=O)c3ccc(Cl)cc3)ccc2O[C@@H]1CN(C)S(C)(=O)=O
 : 0.0	nt	nt	0.9	nt	8	nt	-5
O=C(NCCCN1CCc2ccccc2C1)C1CCN(S(=O)(=O)N2CCCC2)CC1
 : nt	6	5	-2.3	nt	-12	5	5
Cc1ccc(-c2cc3nc(C)cc(N4CCN(C(=O)c5ccoc5)CC4)n3n2)cc1
 : -0.1	nt	-2	-2.6	1	15	4	-17
CCC(=O)N(C)C[C@@H]1Oc2ncc(C#Cc3ccncc3)cc2C(=O)N([C@H](C)CO)C[C@H]1C
 : -0.2	-2	3	-1.0	nt	3	-3	-12
C[C@H](CO)N1C[C@H](C)[C@@H](CN(C)Cc2ccc(-c3ccccc3)cc2)OCc2cnnn2CCCC1=O
 : -0.1&-0.4	2	0&-2	2.6&-2.1&-0.4	6&8&12	4&-21	5&1	11&11&13

The line under a structure holds: XiGFP reactiv	ARNT TACC3 PPI	ERp5 block	F508del corr	PAX8 inh HTS	GSIS activator	DENV2 CPE rescue	EWS-Fli block
COc1ccc(Oc2cn[nH]c2-c2ccc(OC)cc2O)cc1
 : 0.0	-2	1	-1.6	-14	-21	7	-1
Nc1ccc(CCC(=O)N2CCCC2)cc1
 : 0.0	-7	-1	0.5	-10	-5	8	-2
O=C(Cn1cnc2c(cnn2-c2ccccc2)c1=O)Nc1cc(S(=O)(=O)N2CCOCC2)ccc1Cl
 : 0.0	4	nt	nt	-6	-9	nt	nt
Cn1cnnc1SCC(C)(C)NS(=O)(=O)c1ccc(Cl)cc1
 : 0.5	2	-4	-3.5	-14	0	8	-11
CCC(=O)Nc1ccc2c(c1)nc1n2CCN(C2CCCCC2)C1
 : 0.0	1	2	2.8	-16	2	7	-23
N#Cc1cccc(-c2ccc(C3[C@@H]4CN(C(=O)c5ccccn5)C[C@H]3N4)cc2)c1 (some centres not stated)
 : 0.4&0.1	nt	9&4	3.8&-0.1	64*!	-4&0	9&-1	-4&-7
C[C@@H]1CCCCO[C@H](CN(C)S(C)(=O)=O)[C@@H](C)CN([C@H](C)CO)C(=O)c2cc(NC(=O)Nc3cccc4ccccc34)ccc2O1
 : 0.1	-1	4	-0.1	-23	4	7	0
CCOC(=O)Cc1csc(SCC(=O)NC2CCS(=O)(=O)C2)n1 (configuration not stated)
 : 0.0	-7	4	2.1	3	-4	0	-2
Cc1ccc([C@H]2N[C@]3(CCCN(Cc4ccc(F)cc4)C3=O)[C@H]3C(=O)N(Cc4ccccc4)C(=O)[C@@H]23)cc1
 : 0.4	nt	9	2.6	0	-17	1	9
COCC(=O)Nc1ccc2c(c1)[C@@H]1C[C@@H](CC(=O)NCC3CC3)O[C@@H](CO)[C@@H]1O2
 : 0.1	-8	17	0.8	nt	-10	-2	-6
COc1ccc(N=Nc2nc3cc(Br)c(Br)cc3n2C)c(OC)c1
 : 0.4	-7	nt	nt	-11	-20	nt	nt
CC(Sc1ccccc1)C(=O)NCCc1ccccc1 (configuration not stated)
 : 0.0	-1	1	0.3	-20	-19	-2	-43
Cc1c(-c2ccccc2)[n+](=O)c2c(n1[O-])CCCC2
 : 0.1	-10	5	-1.6	-8	17	0	-5
O=C(Cc1ccc(Cl)cc1)Nc1ccccc1C(=O)N1CCCCC1
 : 0.1	4	1	-0.6	11	5	?	nt
CCCCN1C[C@H](CSC)[C@@H](CC(=O)NC)C1=O
 : 0.5	nt	-2	-2.6	-20	0	-5	-3
O=C(C1CCCCC1)N1CC2(C1)[C@@H](c1ccccc1)[C@@H](CO)N2C(=O)NC1CCCC1
 : 0.1	nt	21	1.4	nt	-2	11	-2
O=C(CSc1nnc(C2CC2)n1Cc1ccccc1)Nc1cccnc1Cl
 : -0.1	5	1	-0.1	-15	11	-6	-1
COc1ccc(C2c3[nH]c4ccccc4c3C[C@H]3C(=O)N(C4CCN(Cc5ccccc5)CC4)CC(=O)N23)c(OC)c1 (some centres not stated)
 : 0.0	2	1	-1.3	13	-15	-2	22
CC1=CC2=NC(=O)/C(=C\c3cc(C)n(-c4cccc(Cl)c4)c3C)C(=N)N2O1
 : 0.2	nt	2	-1.2	5	-15	0	2
O=C(Nc1cccnc1)c1ccc(Cl)cc1[N+](=O)[O-]
 : -0.1	17	2	2.4	-8	5	2	-7
COc1ccc(S(=O)(=O)Nc2ccccc2OC)cc1NC(=O)c1cc2ccccc2oc1=O
 : 0.5	14	nt	nt	-193	-12	nt	nt
C=CCn1c2c(c3ccccc31)CCC2
 : 0.2	nt	2	2.7	-9	13	-3	-7
COC(=O)C[C@H]1C[C@@H]2c3cc(NC(=O)Nc4ccc(OC)cc4)ccc3O[C@@H]2[C@@H](CO)O1
 : 0.1	5	nt	-0.6	-7	-4	-4	5
N#C[C@H]1[C@H](c2ccc(-c3ccccc3F)cc2)[C@H](CO)N1C(=O)C1CCC1
 : 0.0	19	-4	-2.3	-2	-15	1	8
CCc1ccccc1NC(=O)N1CCCC(CCC(=O)N(C)CCc2ccccn2)C1 (configuration not stated)
 : 0.0	-3	2	2.7	11	-5	-4	-1
O=C(CCN1CCOCC1)Nc1cc(C(=O)Nc2ccccc2F)ccc1N1CC2CC(C1)c1cccc(=O)n1C2 (configuration not stated)
 : 0.0	-3	-6	2.8	3	6	-6	-12
Cc1ccc(S(=O)(=O)Nc2ccc(-n3c(C)nc4ccccc4c3=O)cc2)cc1
 : -0.1	9	-2	2.1	6	-9	3	4
Cc1ccc(-c2noc(CSc3nnc(Cc4ccccc4)n3-c3cccc(C)c3)n2)cc1
 : nt	2	3	2.9	nt	-40	-4	8
CC(C)CC(=O)N1CCN(Cc2ccc(C(F)(F)F)cc2)CC1
 : 0.0	-2	3	1.4	-6	-4	5	-13
COc1ccc(-c2nnc(SCCC(=O)O)n2-c2ccccc2)cc1OC
 : nt	-3	2	-0.8	nt	8	1	10

The line under a structure holds: XiGFP reactiv	ARNT TACC3 PPI	ERp5 block	F508del corr	PAX8 inh HTS	GSIS activator	DENV2 CPE rescue	EWS-Fli block
COc1ccc(-n2nc3c(c2NC(=O)C2CC(=O)N(c4ccccc4)C2)CS(=O)(=O)C3)cc1 (configuration not stated)
 : 0.1	4	7	1.4	4	9	-13	-10
Cc1ccc(S(=O)(=O)N2CCOCC2)cc1NC(=O)CNCC1CCCCC1
 : 0.0	6	-5	-1.6	11	nt	5	10
COc1cccc(/C=C/C(=C2/C(=O)N(c3ccccc3)N=C2C)c2ccc(C)cc2)c1OC
 : 0.0	3	-1	nt	-24	-4	6	1
COc1ccc(NC(=O)/C(C#N)=C/c2ncc([N+](=O)[O-])n2C)c(OC)c1
 : 0.0	-5	4	0.0	10	-2	6	9
CC1Cc2ccccc2N1S(=O)(=O)c1cnc(Cl)c(Cl)c1 (configuration not stated)
 : 0.0	-20	-4	-1.0	30	5	5	17
COc1ccc(C(=O)OCN2C(=O)c3ccccc3C2=O)cc1
 : 0.0	nt	-1	3.9	-2	5	8	10
COc1ccc(CN(C)C[C@H]2OCCCC[C@H](C)Oc3ccc(NC(=O)NC(C)C)cc3C(=O)N([C@H](C)CO)C[C@H]2C)cc1
 : 0.0	-9	2	0.0	-9	6	?	-5
O=C1NCN(C2CCCCC2)CN1
 : 0.2	-12	-4	-0.3	nt	14	-3	-10
